PI5P4K alpha inh: inhibitors of human PI5P4K alpha; AID 652105; P48426; max response, %; PI5P4Kalpha enzyme, ADP-Glo luminescence, 60 min; stronger effect = lower value; hit rate 1.2% among 330,000; active = max response of -50% or lower; inconclusive = between -30% and -50%; inactive = -30% or higher; note: value at the top dose of about 77 µM; % is set by controls: 0 for no effect and ±100 for the full control effect
Target sequence (P48426 whole entry, looked up): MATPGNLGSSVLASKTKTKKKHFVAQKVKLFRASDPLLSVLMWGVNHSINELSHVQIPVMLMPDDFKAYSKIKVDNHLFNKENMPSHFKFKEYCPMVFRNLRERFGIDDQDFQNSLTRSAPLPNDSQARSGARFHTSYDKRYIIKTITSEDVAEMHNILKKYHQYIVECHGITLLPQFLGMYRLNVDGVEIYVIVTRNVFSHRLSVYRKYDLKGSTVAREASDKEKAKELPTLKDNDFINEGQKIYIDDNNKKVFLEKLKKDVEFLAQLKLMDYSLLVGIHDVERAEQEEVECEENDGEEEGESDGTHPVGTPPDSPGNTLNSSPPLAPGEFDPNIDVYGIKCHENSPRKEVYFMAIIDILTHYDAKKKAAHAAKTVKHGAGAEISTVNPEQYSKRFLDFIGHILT
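ADP-Glo luminescence end-point after a 60 min room-temperature kinase reaction. PI5P4Kalpha and substrate in HEPES pH 7.4 buffer with EGTA, 0.1% CHAPS and 5% DMSO; ATP at 5 microM final.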
WRN inhibitor: blocks human WRN helicase. AID 651768. WRN helicase unwinding, fluorescent forked duplex, kinetic. Q14191. hit rate 0.46% among 360,000. Potency, µM (doses to about 114 µM), inactives show at the highest dose activity change, negative = inhibition, hits mostly inhibitors; note: potency is the fitted concentration of half-maximal effect; % is set by controls: 0 for no effect and ±100 for the full control effect; nearly all actives have a fitted effect of over 55% in size
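WRN at 20 nM final preincubated with compound 15 min at room temperature; reaction started with 100 nM fluorophore/quencher forked duplex oligonucleotide and 2 mM ATP final. Unwinding followed kinetically by red fluorescence (ex 525, em 598 nm).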
EPAC1 agonist: EPAC1 (human) agonism. AID 720707. hit rate 0.073% among 360,000. Potency, µM (highest dose often 154 µM), for the others: top-dose activation, hits mostly activators. EPAC1 agonist qHTS, biochemical assay; response scale: 100% = response to 6.5 mM cAMP. O95398; note: potency is the fitted concentration of half-maximal effect; nearly all actives have a fitted effect of over 60% in size
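Nucleotide exchange assay: 100 nM EPAC1 with 250 nM Rap1B loaded with BODIPY-GDP and 50 uM GDP, room temperature. Fluorescence (480/540 nm) read every 5 min for 30 min; signal change normalized to 6.5 mM cAMP as full agonist.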
EPAC1 antagonist: antagonists of human EPAC1. EPAC1 GEF assay, Rap1b-BODIPY-GDP exchange fluorescence. O95398. Potency, µM (top dose mostly 115 µM), for inactives: at the top dose activity change, negative = inhibition, most hits filed as inhibitors. hit rate 0.14% among 360,000. AID 720709;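 note: potency is the fitted concentration of half-maximal effect; plate controls were vehicle for no effect and positive control for full effect; nearly all actives have a fitted effect of over 50% in size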
PLK1 PBD inh: inhibitors of human PLK1 polo-box domain binding | Plk1 PBD binding of FITC phosphopeptide, fluorescence polarization | Potency, µM, without a hit: max response, negative = inhibition, actives largely listed as inhibitors | hit rate 2.8% among 360,000 | AID 720504; note: potency is the fitted concentration of half-maximal effect; series mostly up to about 57 µM; % is set by controls: 0 for no effect and ±100 for the full control effect; nearly all actives have a fitted effect of over 65% in size
IL-2 act: activates IL-2 in a cell-based reporter assay | IL-2 activation reporter assay, cell-based qHTS; stimulated with anti-CD3/CD4/CD28 beads; in transgenic mouse T cells | activation, % (series mostly up to about 46 µM) | hit rate 0.065% among 360,000 | AID 652025; in the data active = activation above about 50%; inconclusive = mostly about 30% to 49%; note: 0% is about no effect
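First, unstimulated transgenic mouse T cells were exposed to compound for 60 min. Next, anti-CD3/anti-CD4-coated beads with anti-CD28 were added. Finally, after 18 h at 37 degrees C, EGFP and DsRed were imaged.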
CCT modulator: cytosolic chaperonin activity modulation; AID 651819; purified chaperonin ATPase assay, HTRF ADP detection, 30 min; activity change, % (concentration not given with the values), hits read low; hit rate 0.3% among 360,000; in the data active = activity change below about -30%; note: % is set by controls: 0 for no effect and ±100 for the full control effect
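Enzyme 40 or 20 nM (batch-dependent) in Tris pH 7.4/KCl/MgCl2/DTT; cpd 76 uM single point; ATP 10 uM; 30 min 37 °C; Transcreener ADP HTRF detection, 30 min RT; ratio 665/615.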
EPAC2 agonist: agonists of human EPAC2 (RAPGEF4). Potency, µM (highest dose often 154 µM), without a hit: at the top dose activation, usual class: activators. hit rate 0.079% among 360,000. Q8WZA2. AID 720711. EPAC2 activation, biochemical qHTS; response scale: 100% = 6.5 mM cAMP response; note: potency is the fitted concentration of half-maximal effect; nearly all actives have a fitted effect of over 50% in size
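Nucleotide exchange monitored as fluorescence drop when BODIPY-GDP leaves Rap1B. Reaction: 100 nM EPAC2, 250 nM RAP1B-BODIPY-GDP, 50 uM GDP, room temperature, kinetic read over 30 min. Activity expressed relative to 6.5 mM cAMP.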
Numbers without * were called inactive; ? = inconclusive; nt = no result given; [ ] = dose if it differs, or a comment. Unless noted, calls come from the whole dose curve; as a rule, active = well fitted curve in the direction sought with a large enough effect; inconclusive = small, poorly fitted or top-dose-only effect, or another doubt; inactive = no such curve, though single readings can be large; an effect the other way counts as inactive or inconclusive.

No. | SMILES | PI5P4K alpha inh | WRN inhibitor | EPAC1 agonist | EPAC1 antagonist | PLK1 PBD inh | IL-2 act | CCT modulator | EPAC2 agonist
1 | CN1CCN(c2ccc([N+](=O)[O-])cc2NC(=O)c2cccs2)CC1 | 3 | -22% | 3% | 8% | 7% | -3.7 | -29 | 15%
2 | Cc1ccc(CN(c2ccc(C(=O)Nc3cccnc3)cc2)S(C)(=O)=O)cc1 | nt | -11% | 6% | -22% | 0% | 1.3 | 1.5 | -19%
3 | O=C(NNC(=S)Nc1ccc(F)c(Cl)c1)C1CC1 | 0 | 2% | 15% | 9% | -14% | 0.0 | -1.3 | -1%
4 | CC1=C(C(=O)Nc2cc(C)ccn2)C(c2cnn(C)c2)C2=C(CC(c3ccccc3)CC2=O)N1 (configuration not stated) | 1 | -10% | 1% | -3% | -5% | -2.8 | 1.2 | -8%
5 | CCNC(=O)c1cc2c(c(-c3cccc(-c4cc5ccccc5o4)c3)n1)[C@H](CCO)N(C(=O)NC(C)C)C2 | -1 | -2% | -2% | -8% | -10% | 0.0 | 0.0 | 7%
6 | CCOCCCNC(=O)/C(C#N)=C/c1cc(OC)c(O)c([N+](=O)[O-])c1 | -64* | -11% | -6% | ? | -13% | -0.2 | -4.0 | 12%
7 | COc1ccc(-c2nnc(SCC(=O)c3ccco3)n2-c2ccccc2)cc1 | -4 | -7% | 6% | -10% | -3% | 0.0 | 1.9 | ?
8 | COC(=O)CCN(c1ccccc1)S(=O)(=O)c1cc(-c2cc(C)no2)ccc1OC | 1 | -9% | 15% | -12% | -8% | 1.0 | -3.3 | 5%
9 | CCOC(=O)C(=O)N(Nc1ccccc1C)c1ccccc1C | 5 | 11% | -1% | -22% | -1% | -0.2 | -5.1 | 1%
10 | CCOc1ccc(Nc2n[nH]c(=S)s2)cc1 | -76* | -8% | 4% | -7% | ? | -5.6 | -1.3 | -2%
11 | Cc1c(C(=O)O)cccc1-n1c(C)cc(/C=C(/C#N)C(=O)NCc2ccccc2)c1C | 1 | -1% | 1% | -16% | -21% | -0.4 | -20 | 14%
12 | O=[N+]([O-])c1ccc2nc(/C=C/c3ccc(Cl)cc3)[nH]c2c1 | nt | -21% | 21% | 3% | -7% | -0.5 | 0.1 | 14%
13 | O=c1cc(C(F)(F)F)nc(SCc2cccc3ccccc23)[nH]1 | 35 | -5% | -5% | ? | 30µM* | -0.5 | -2.6 | -1%
14 | COc1ccccc1NS(=O)(=O)c1cc(NC(=O)C(C)(C)C)ccc1N1CCOCC1 | -2 | 2% | -5% | -12% | -1% | 0.8 | -1.3 | 8%
15 | C/C(=N\Nc1cccc2cccnc12)c1ccccc1O | 28 | 1% | 8% | 20% | 3% | 0.0 | -0.3 | 5%
16 | COCCCNCCCCOc1ccc(Br)cc1Cl | 1 | 5% | -10% | 4% | -1% | -0.4 | 0.5 | -1%
17 | CCC1=NN(C(=O)Cc2ccc(OC)c(OC)c2)C(O)(C(F)(F)F)C1 (configuration not stated) | -6 | 5% | -1% | 11% | 3% | -0.6 | -1.8 | 1%
18 | CCN(CC)S(=O)(=O)c1ccc(C(=O)N2CCN(C(=O)c3ccco3)CC2)cc1 | -12 | 0% | 2% | -13% | -4% | 1.2 | -2.3 | 4%
19 | O=C(Nc1ccccc1Cl)c1cc(C2CCCN(C(=O)OCCF)C2)on1 (configuration not stated) | 10 | -3% | 9% | -6% | -3% | -0.6 | -0.8 | 12%
20 | COc1ccc2cc(C(C)C(=O)N3CCC(C)CC3)ccc2c1 (configuration not stated) | 0 | -23% | -4% | ? | -3% | -1.5 | -0.9 | 10%
21 | CCS(=O)(=O)Nc1ccc(-c2nnc(SCC(=O)c3ccc(NC(C)=O)c(OC)c3)o2)cc1 | -6 | -7% | -12% | -20% | -1% | -3.2 | 1.7 | 7%
22 | COc1ccc2c(c1)C1(Nc3ccccc3-c3nc4ccccc4n31)C(=O)N2C (configuration not stated) | -6 | -24% | -4% | -5% | 3% | 0.3 | 3.1 | -12%
23 | C[C@H](NC(=O)c1nc[nH]c1C(=O)N[C@@H](Cc1ccccc1)C(=O)OC(C)(C)C)C(=O)OC(C)(C)C | 35 | -12% | -32%[inhibitor] | ? | 0% | -0.7 | 0.2 | -12%

Ordered by SMILES length (ascending): 12 of the compounds above
No. | SMILES | PI5P4K alpha inh | WRN inhibitor | EPAC1 agonist | EPAC1 antagonist | PLK1 PBD inh | IL-2 act | CCT modulator | EPAC2 agonist
16 | COCCCNCCCCOc1ccc(Br)cc1Cl | 1 | 5% | -10% | 4% | -1% | -0.4 | 0.5 | -1%
10 | CCOc1ccc(Nc2n[nH]c(=S)s2)cc1 | -76* | -8% | 4% | -7% | ? | -5.6 | -1.3 | -2%
15 | C/C(=N\Nc1cccc2cccnc12)c1ccccc1O | 28 | 1% | 8% | 20% | 3% | 0.0 | -0.3 | 5%
3 | O=C(NNC(=S)Nc1ccc(F)c(Cl)c1)C1CC1 | 0 | 2% | 15% | 9% | -14% | 0.0 | -1.3 | -1%
20 | COc1ccc2cc(C(C)C(=O)N3CCC(C)CC3)ccc2c1 (configuration not stated) | 0 | -23% | -4% | ? | -3% | -1.5 | -0.9 | 10%
13 | O=c1cc(C(F)(F)F)nc(SCc2cccc3ccccc23)[nH]1 | 35 | -5% | -5% | ? | 30µM* | -0.5 | -2.6 | -1%
19 | O=C(Nc1ccccc1Cl)c1cc(C2CCCN(C(=O)OCCF)C2)on1 (configuration not stated) | 10 | -3% | 9% | -6% | -3% | -0.6 | -0.8 | 12%
2 | Cc1ccc(CN(c2ccc(C(=O)Nc3cccnc3)cc2)S(C)(=O)=O)cc1 | nt | -11% | 6% | -22% | 0% | 1.3 | 1.5 | -19%
6 | CCOCCCNC(=O)/C(C#N)=C/c1cc(OC)c(O)c([N+](=O)[O-])c1 | -64* | -11% | -6% | ? | -13% | -0.2 | -4.0 | 12%
14 | COc1ccccc1NS(=O)(=O)c1cc(NC(=O)C(C)(C)C)ccc1N1CCOCC1 | -2 | 2% | -5% | -12% | -1% | 0.8 | -1.3 | 8%
18 | CCN(CC)S(=O)(=O)c1ccc(C(=O)N2CCN(C(=O)c3ccco3)CC2)cc1 | -12 | 0% | 2% | -13% | -4% | 1.2 | -2.3 | 4%
11 | Cc1c(C(=O)O)cccc1-n1c(C)cc(/C=C(/C#N)C(=O)NCc2ccccc2)c1C | 1 | -1% | 1% | -16% | -21% | -0.4 | -20 | 14%

From PubChem

These rows are one share of the data; the hit share may differ from the screen's.
